IMP-1 inh: IMP-1 metallo-beta-lactamase inhibitors, primary screen, biochemical, epi-absorbance readout, Pseudomonas aeruginosa enzyme; inhibition, % at 5.6 µM; AID 1556, 2009; purified IMP-1, nitrocefin hydrolysis, epi-absorbance fluorescence; metallo-beta-lactamase IMP-1 (Pseudomonas aeruginosa); hit rate 0.45% among 290,000;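 active = inhibition above the mean plus 3 SD of all compounds in the same screening run, cut at about 4.5% in these data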;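 note: 0% = IMP-1 with DMSO and 100% = DMSO wells lacking enzyme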
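System: Purified IMP-1 | Read-out basis: Percent enzyme inhibition | Controls: IMP-1 with DMSO as 0%, enzyme-free DMSO as 100% | Replicates: One well per compound | Doses: 5.6 µM nominal single concentration | Detection: Epi-absorbance fluorescence, 480 nm excitation, 530 nm emission | Incubation: 25 °C, 15 min preincubation, 25 min reaction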
PHOSPHO1 inh: PubChem AID 1565. hit rate 1.1% among 290,000. Phosphoethanolamine/phosphocholine phosphatase (Homo sapiens), Q8TCT1. recombinant PHOSPHO1, absorbance phosphatase assay. inhibition, % at 13.3 µM; in the data active = inhibition above about 60%
GalR3 antagonist: GalR3 antagonists in HEK293 cells, primary screen, cell-based, fluorescence readout; hit rate 0.44% among 360,000; inhibition, % at 3 µM; HEK293 GalR3-CNG cAMP membrane potential fluorescence; galR3 body fused to GalR1 C-terminus; Galanin receptor type 3 (Homo sapiens), O60755;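 active = inhibition above the screen-wide average plus 3 SD, cut at about 13% in these data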;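 note: forskolin and galanin both at EC90 stimulate the cells; cAMP rise reported by CNG channel membrane potential dye signal; 0% = forskolin plus galanin with DMSO and 100% = forskolin alone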
NS3 helicase inh: inhibitors of HCV NS3 helicase, primary screen, biochemical, Cy5 molecular beacon fluorescence | Hepatitis C virus NS3 helicase | NS3 helicase DNA unwinding | inhibition, % at 10.9 µM | hit rate 0.56% among 290,000 | AID 1800, 2009;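 active = inhibition above the mean of all tested compounds plus 3 SD, set per campaign, cut at about 35% in these data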;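 note: 0% = DMSO wells and 100% = thioflavine S control wells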
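Measured by: Cy5 fluorescence, 0 and 60 min reads / Assay system: NS3 helicase fragment of HCV / Control set: low DMSO, high thioflavine S at 110 µM / Times: 1 h reaction at 25 °C, ATP-initiated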
FID counter: compounds displacing fluorescent DNA intercalator, primary screen, artefact control for HCV NS3 helicase inhibitor project, biochemical, FID fluorescence | inhibition, % at 7.9 µM | DNA fluorescent intercalator displacement | hit rate 0.17% among 290,000; in the data active = inhibition above about 37%;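 note: 0% = vehicle and 100% = reference compound; higher means more ethidium bromide displaced from hairpin DNA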
VIM-2 inh: VIM-2 metallo-beta-lactamase inhibitors, primary screen, biochemical, epi-absorbance readout, Pseudomonas aeruginosa enzyme; purified VIM-2, nitrocefin hydrolysis, epi-absorbance fluorescence; inhibition, % at 5.6 µM; hit rate 0.89% among 290,000; AID 1527, 2009;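 active = inhibition above the mean of all tested compounds plus 3 SD, cutoff set per screening run, cut at about 7.5% in these data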;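 note: red hydrolysis product quenches plate fluorescence so inhibitors raise well fluorescence; 0% = enzyme with DMSO and 100% = DMSO without enzyme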
V1aR counter: agonists of human V1a receptor, primary screen, counter-screen for OXTR agonist project, fluorescence, CHO-V1R cells | Vasopressin V1a receptor (Homo sapiens), P37288 | Fluo-8 calcium fluorescence, agonist mode; 0% DMSO, 100% 3 nM vasopressin | activation, % at 3 µM | hit rate 0.25% among 320,000 | AID 2797, 2010;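 active = activation above the mean activation of all tested compounds plus 3 SD, per screening run, cut at about 20% in these data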;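 note: signal is peak over basal fluorescence ratio across a 100 second FLIPR read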
GPR7 antagonist: GPR7 receptor antagonists, primary screen, cell-based, fluorescence, single concentration; Neuropeptides B/W receptor type 1 (Homo sapiens), P48145; GPR7-expressing cells, fluorescence antagonist assay; inhibition, % at 4.4 µM; hit rate 1.1% among 290,000; in the data active = inhibition above about 16%, passing the limit was not always enough;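 note: cells stimulated with the agonist NPW; 0% = agonist with vehicle and 100% = vehicle without agonist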
Target sequence (P48145 whole entry, looked up): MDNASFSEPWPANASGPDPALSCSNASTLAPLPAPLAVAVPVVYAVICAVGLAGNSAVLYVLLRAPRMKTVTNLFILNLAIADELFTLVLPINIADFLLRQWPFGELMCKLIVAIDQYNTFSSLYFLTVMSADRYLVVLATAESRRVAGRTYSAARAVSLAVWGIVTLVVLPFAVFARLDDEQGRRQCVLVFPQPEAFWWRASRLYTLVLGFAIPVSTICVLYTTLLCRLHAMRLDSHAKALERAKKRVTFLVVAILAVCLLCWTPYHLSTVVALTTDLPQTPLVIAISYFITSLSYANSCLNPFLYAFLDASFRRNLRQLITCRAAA
OXTR ag: human OXTR agonists, primary screen, fluorescence, CHO-OTR cells, Fluo-8 calcium; Oxytocin receptor (Homo sapiens), P30559; Fluo-8 calcium fluorescence; normalized: DMSO 0%, oxytocin 100%; activation, % at 3 µM; hit rate 0.32% among 320,000;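 active = activation above the mean of all tested compounds plus 3 SD, cutoff set per screening run, cut at about 20% in these data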;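 note: peak over basal fluorescence ratio from a 100 s FLIPR kinetic read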
Target sequence (P30559 whole entry, looked up): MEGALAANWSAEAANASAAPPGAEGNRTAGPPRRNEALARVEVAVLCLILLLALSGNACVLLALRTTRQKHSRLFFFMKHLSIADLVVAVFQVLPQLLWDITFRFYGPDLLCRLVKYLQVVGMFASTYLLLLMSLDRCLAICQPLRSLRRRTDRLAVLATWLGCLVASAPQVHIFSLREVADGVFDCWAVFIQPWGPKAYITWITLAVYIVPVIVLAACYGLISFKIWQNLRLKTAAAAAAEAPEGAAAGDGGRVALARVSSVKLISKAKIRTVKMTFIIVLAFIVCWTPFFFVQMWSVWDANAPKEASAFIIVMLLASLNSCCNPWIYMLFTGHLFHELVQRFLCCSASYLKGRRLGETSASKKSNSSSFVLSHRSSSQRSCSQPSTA
An asterisk follows results filed as active. Not a hit list; overall some 4.3% were active at least once.

| Molecule | IMP-1 inh | PHOSPHO1 inh | GalR3 antagonist | NS3 helicase inh | FID counter | VIM-2 inh | V1aR counter | GPR7 antagonist | OXTR ag |
| --- | --- | --- | --- | --- | --- | --- | --- | --- | --- |
| CCOC(=O)c1cnc2c(C(=O)OCC)cnn2c1N | -2.5 | 3 | -1 | -7 | -2 | -1.9 | -0.6 | -12 | -0.9 |
| CCOc1ccc(N=CC2=C(O)CC(c3ccco3)CC2=O)cc1 (stereo unspecified) | -1.1 | 4 | -10 | 4 | -15 | -0.6 | 3.3 | -2 | 1.7 |
| CC1(C)Cc2ccccc2C(c2cc3ccccc3oc2=O)=N1 | -3.9 | 1 | -2 | -3 | -18 | -3.0 | -1.9 | -6 | -2.9 |
| Cc1csc2nc(CN3CCN(CC(=O)N(C)C)CC3)cc(=O)n12 | 0.5 | 26 | -8 | -2 | 2 | -3.2 | 0.8 | 5 | 0.8 |
| COC(=O)C1C(c2ccc(Br)cc2)Nc2nnc(C(F)(F)F)n2C1(C)O (stereo unspecified) | -0.5 | 48 | -5 | -6 | -12 | -3.5 | 0.1 | -14 | -0.8 |
| Cc1cc(Nc2ccccc2)c2c([N+](=O)[O-])c(C)cc(C)c2n1 | -1.9 | -6 | 1 | -9 | 9 | 0.0 | -1.5 | -22 | -2.6 |
| CCOC(=O)c1oc2nc3c(cc2c1N)CCCC3 | -1.4 | -6 | -5 | 8 | -2 | 0.6 | -2.6 | -13 | -2.3 |
| CCNc1nc(NC(C)C)nc(OCC)n1 | -3.5 | 14 | -1 | 6 | -11 | -2.2 | -0.3 | -2 | -0.1 |
| CCC(=O)Nc1cc(-c2nnc(OC)c3ccccc23)ccc1N1CCOCC1 | -2.9 | -39 | 1 | -2 | -25 | 0.0 | -0.9 | -3 | -1.3 |
| CCn1c(=O)c2cc(C(=O)NCCC(C)C)sc2c2ccccc21 | -2.3 | 37 | -10 | -7 | -22 | 5.5 | -1.4 | -3 | -1.7 |
| CC(C)(C)NC(=O)CSc1nnc(Cc2ccc3c(c2)OCO3)n1C1CCCCC1 | -1.6 | 38 | -4 | -7 | -8 | -2.5 | -0.7 | -8 | 0.8 |
| O=C(COC(=O)CNC(=O)C1CCCCC1)Nc1ccc(Cl)cc1F | -2.0 | 6 | -5 | -1 | -12 | -3.5 | -0.2 | -16 | -2.2 |
| COCCn1c(=S)[nH]c2cc(C(=O)NCCc3ccccc3)ccc2c1=O | -2.7 | 49 | -7 | -4 | -29 | -5.5 | 0.5 | 26 | -1.0 |
| O=C(CCNC(=O)C1CCN(S(=O)(=O)c2ccccc2)CC1)NCc1cccc(Cl)c1 | -0.1 | 22 | 0 | -2 | -50 | -3.6 | 0.3 | 4 | 0.6 |
| CCOc1ccccc1OCC(=O)Nc1nc2ccccc2[nH]1 | -0.9 | -33 | -7 | 3 | -14 | -0.8 | -0.5 | 3 | -1.2 |

Next part:
Letters: A = IMP-1 inh; B = PHOSPHO1 inh; C = GalR3 antagonist; D = NS3 helicase inh; E = FID counter; F = VIM-2 inh; G = V1aR counter; H = GPR7 antagonist; I = OXTR ag
Compound: Cc1ccc(S(=O)(=O)N2CCN(C(=O)CSc3nc4ccccc4c(=O)[nH]3)CC2)c(C)c1
  A: -2.5	B: -55	C: -6	D: -3	E: -16	F: -2.5	G: 2.1	H: -5	I: -0.8
Compound: Cn1c2ccccc2c2nnc(NN)nc21
  A: -2.4	B: 10	C: -1	D: -5	E: -2	F: 0.4	G: 0.6	H: -15	I: -0.4
Compound: CCN1CCN(c2nc3ccccc3nc2NS(=O)(=O)c2ccc(NC(C)=O)cc2)CC1
  A: -1.1	B: -25	C: 0	D: -2	E: -4	F: -0.1	G: -0.8	H: -16	I: -0.1
Compound: CCCc1nnc(SCC(=O)Nc2ccccc2F)o1
  A: -5.0	B: 40	C: -8	D: -3	E: -6	F: -3.0	G: 0.1	H: -13	I: 0.5
Compound: Cc1onc(NC(=O)CSCC(=O)O)c1Br
  A: -1.1	B: 24	C: 1	D: -4	E: 3	F: -1.4	G: 7.7	H: -10	I: 0.5
Compound: CNC(=S)Nc1cc(OC)c(NC(=O)c2ccco2)cc1OC
  A: -0.4	B: 37	C: -2	D: 7	E: -4	F: -0.7	G: 0.2	H: -1	I: 0.0
Compound: Cc1ccc(CNC(=O)C2CCC(CNS(=O)(=O)c3cccc4cccnc34)CC2)cc1 (stereo unspecified)
  A: -5.1	B: 38	C: -1	D: 0	E: -55	F: -3.0	G: 0.9	H: -4	I: -0.6
Compound: CC(Sc1nc(-c2ccccc2)cc(C(F)(F)F)n1)C(=O)N1CCOCC1 (stereo unspecified)
  A: -1.2	B: 20	C: -2	D: 5	E: -33	F: -1.3	G: -0.4	H: -10	I: -1.2
Compound: COc1ccccc1CNC(=O)CNC(=O)c1ccc(Br)o1
  A: -1.2	B: 24	C: -2	D: 0	E: -9	F: 0.0	G: 1.0	H: -11	I: -0.2
Compound: COCCNC(=O)C(c1ccco1)N(C(=O)Cn1nnc2ccccc21)c1cc(C)ccc1C (stereo unspecified)
  A: -0.4	B: 3	C: -3	D: 0	E: -16	F: -1.9	G: -1.7	H: -8	I: -1.1
Compound: C=CCN1CCN(Cc2cnc(Cl)s2)CC1
  A: -0.9	B: 18	C: -5	D: 10	E: -1	F: 0.0	G: 1.2	H: -6	I: 0.3
Compound: CCOc1ccc(C2C(C#N)=C(N)SC(N)=C2C#N)c(OCC)c1
  A: -1.4	B: 6	C: 5	D: 8	E: -1	F: -1.6	G: 9.5	H: -13	I: 5.3
Compound: Cc1ccc(N(C)S(=O)(=O)c2ccc3c(c2)NC(=O)C(C)S3)cc1 (stereo unspecified)
  A: -3.8	B: 6	C: -9	D: -17	E: -32	F: -1.3	G: 3.5	H: -10	I: -0.3

Sorted by count of non-hydrogen atoms (descending): nine of the compounds above.
Letters: A = IMP-1 inh; B = PHOSPHO1 inh; C = GalR3 antagonist; D = NS3 helicase inh; E = FID counter; F = VIM-2 inh; G = V1aR counter; H = GPR7 antagonist; I = OXTR ag
Compound: COCCNC(=O)C(c1ccco1)N(C(=O)Cn1nnc2ccccc21)c1cc(C)ccc1C (stereo unspecified)
  A: -0.4	B: 3	C: -3	D: 0	E: -16	F: -1.9	G: -1.7	H: -8	I: -1.1
Compound: Cc1ccc(CNC(=O)C2CCC(CNS(=O)(=O)c3cccc4cccnc34)CC2)cc1 (stereo unspecified)
  A: -5.1	B: 38	C: -1	D: 0	E: -55	F: -3.0	G: 0.9	H: -4	I: -0.6
Compound: O=C(CCNC(=O)C1CCN(S(=O)(=O)c2ccccc2)CC1)NCc1cccc(Cl)c1
  A: -0.1	B: 22	C: 0	D: -2	E: -50	F: -3.6	G: 0.3	H: 4	I: 0.6
Compound: CC(Sc1nc(-c2ccccc2)cc(C(F)(F)F)n1)C(=O)N1CCOCC1 (stereo unspecified)
  A: -1.2	B: 20	C: -2	D: 5	E: -33	F: -1.3	G: -0.4	H: -10	I: -1.2
Compound: Cc1ccc(N(C)S(=O)(=O)c2ccc3c(c2)NC(=O)C(C)S3)cc1 (stereo unspecified)
  A: -3.8	B: 6	C: -9	D: -17	E: -32	F: -1.3	G: 3.5	H: -10	I: -0.3
Compound: CNC(=S)Nc1cc(OC)c(NC(=O)c2ccco2)cc1OC
  A: -0.4	B: 37	C: -2	D: 7	E: -4	F: -0.7	G: 0.2	H: -1	I: 0.0
Compound: COc1ccccc1CNC(=O)CNC(=O)c1ccc(Br)o1
  A: -1.2	B: 24	C: -2	D: 0	E: -9	F: 0.0	G: 1.0	H: -11	I: -0.2
Compound: CCCc1nnc(SCC(=O)Nc2ccccc2F)o1
  A: -5.0	B: 40	C: -8	D: -3	E: -6	F: -3.0	G: 0.1	H: -13	I: 0.5
Compound: Cc1onc(NC(=O)CSCC(=O)O)c1Br
  A: -1.1	B: 24	C: 1	D: -4	E: 3	F: -1.4	G: 7.7	H: -10	I: 0.5

High-throughput results: PubChem BioAssay, several laboratories
